Assay outcomes deposited in PubChem by Broad Institute.
RAD54 branch – RAD54 (human) branch migration inhibition | Q92698 | RAD54 Holliday junction branch migration, FAM/BHQ fluorescence | inhibition, % at 10.4 µM | 360,000 compounds, 0.14% hits | AID 602329;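 active = mean normalized replicate activity at least 40 and at least half of replicates scoring 40 or more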;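 also: 0% = median of neutral control wells and 100% = median of positive control wells; inhibitors cause a drop in the FAM fluorescence signal; in these data hits start at about 50%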
esBAF inh – SWI/SNF esBAF complex inhibition; mouse ES cells, Bmi1-luciferase knock-in reporter, 24 h; 100% = twice the neutral-well signal; reporter increase, % at 12.5 µM; 350,000 compounds, 2% hits; in the data active = activation above about 40%;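 also: 0% = median of the plate's neutral control wells and 100% = double that signal; a rise in the Bmi1 reporter signal indicates esBAF inhibition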
E-sel inducer – E-selectin induction on HUVECs; P16581; HUVEC E-selectin immunofluorescence imaging; normalized: neutral wells 0, TNF-alpha wells 100; activation, % at 7.58 µM; 260,000 compounds, 0.37% hits; AID 686992;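 active = mean E-selectin-positive cell signal at least 10% of the positive control, reached in at least 60% of replicates, without over 20% cell loss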;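 also: in these data hits start at about 27%; measured in HUVEC primary endothelial cells; signal is the percent of cells scored E-selectin positive by PE staining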
Target sequence (P16581 whole entry, looked up): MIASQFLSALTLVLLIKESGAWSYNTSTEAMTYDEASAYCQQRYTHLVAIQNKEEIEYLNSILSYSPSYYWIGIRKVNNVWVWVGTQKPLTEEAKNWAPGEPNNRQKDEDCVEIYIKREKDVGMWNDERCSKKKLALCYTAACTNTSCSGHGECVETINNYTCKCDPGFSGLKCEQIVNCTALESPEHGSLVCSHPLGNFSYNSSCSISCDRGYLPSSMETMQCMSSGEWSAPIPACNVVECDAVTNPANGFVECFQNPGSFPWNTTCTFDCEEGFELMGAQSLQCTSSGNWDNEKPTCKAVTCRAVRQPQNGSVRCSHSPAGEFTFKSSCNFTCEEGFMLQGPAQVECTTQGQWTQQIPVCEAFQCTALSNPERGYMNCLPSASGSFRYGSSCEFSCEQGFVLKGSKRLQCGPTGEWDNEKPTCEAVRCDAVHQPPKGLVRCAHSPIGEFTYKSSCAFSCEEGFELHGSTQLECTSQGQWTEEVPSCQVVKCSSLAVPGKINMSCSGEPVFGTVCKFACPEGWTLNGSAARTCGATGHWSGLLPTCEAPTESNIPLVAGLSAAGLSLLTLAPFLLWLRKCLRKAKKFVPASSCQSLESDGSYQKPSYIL
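Read-out: % PE-positive cells | Test system: HUVEC | Doses: One compound dose added by pin transfer | Buffer or medium: EGM-2 over gelatin coat | Signal: Immunofluorescence imaging | Benchmarks: TNF-alpha, DMSO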
ARNT TACC3 PPI – disruptors of human ARNT/TACC3 interaction; AlphaScreen His-ARNT PAS-B/GST-TACC3 binding, luminescence; TACC3 fragment carries E629A point mutation; inhibition, % at 9.99 µM; 390,000 compounds, 0.66% hits;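 active = mean inhibition of replicates at least 50% and at least half of replicates each reaching 50%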;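 also: 0% = complete ARNT plus TACC3 wells and 100% = ARNT alone without TACC3; many hits fall short of the cut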
PglD DTNB – blocks C. jejuni PglD acetyltransferase activity; purified PglD enzyme, DTNB colorimetric CoA detection; inhibition, % at 12.5 µM; 360,000 compounds, 0.098% hits; AID 602405; in the data active = inhibition above about 16%, passing the limit was not always enough; also: strong numbers were not always called active
Casp6 inh – blocks human caspase-6 cleavage activity | P55212 | purified caspase-6, Z-VEID-R110 cleavage fluorescence | inhibition, % at 12.5 µM | 350,000 compounds, 0.53% hits | AID 686996;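 active = mean inhibition across replicates at least about 35%, with every replicate also reaching that limit, limit read from the data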;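 also: 0% = median of neutral control wells and 100% = no fluorescence left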
Target sequence (P55212 24-179 limits assumed): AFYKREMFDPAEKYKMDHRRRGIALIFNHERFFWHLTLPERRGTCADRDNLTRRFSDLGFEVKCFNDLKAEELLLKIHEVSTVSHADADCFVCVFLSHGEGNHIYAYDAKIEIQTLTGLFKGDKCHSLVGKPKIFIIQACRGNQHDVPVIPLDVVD
Target sequence (P55212 194-293 limits assumed): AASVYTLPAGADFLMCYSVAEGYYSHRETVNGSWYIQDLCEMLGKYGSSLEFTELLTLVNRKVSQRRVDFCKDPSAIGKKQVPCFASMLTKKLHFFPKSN
ERp5 inh – ERp5 (human) disulfide isomerase inhibition; 350,000 compounds, 0.05% hits; ERp5 insulin aggregation, absorbance 650 nm, 90 min; inhibition, % at 9.99 µM; Q15084; AID 651711;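 active = mean replicate inhibition above about 25%, with every replicate also reaching it, limit read from the data, passing the limit was not always enough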
RAD52 inh – inhibitors of human RAD52 DNA annealing; P43351; recombinant RAD52 DNA annealing, FRET fluorescence; inhibition, % at 18.7 µM; 360,000 compounds, 0.46% hits; AID 651710;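 active = every replicate showing at least 50% inhibition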
Starred values were filed as active, the others as inactive; nt = no result given.

SMILES | RAD54 branch | esBAF inh | E-sel inducer | ARNT TACC3 PPI | PglD DTNB | Casp6 inh | ERp5 inh | RAD52 inh
O=C(c1cnn(C(=O)CN2CCCC2=O)c1)c1ccccc1O | 2 | -2 | -0.9 | -4 | 0 | 3 | -3 | -13
COc1ccc(C(=O)Nc2nnc(-c3ccc(F)cc3)s2)c(OC)c1 | -6 | 4 | 0.0 | -4 | -2 | 0 | 2 | 0
COc1ccc(NC(=O)COC(=O)CCc2ccc(S(=O)(=O)N3CCOCC3)cc2)c(OC)c1 | 6 | 2 | -0.7 | 0 | 4 | 0 | -4 | -7
CCOc1ccc(/C=c2\sc3nc(-c4ccco4)nn3c2=O)cc1OCC | -15 | -3 | nt | -5 | -8 | nt | nt | nt
O=C(NCCc1ccccc1)[C@H]1[C@H](CO)[C@H]2Cn3c(ccc(-c4cccc(F)c4)c3=O)[C@@H]1N2 | -9 | 4 | 0.0 | -7 | -3 | 0 | -8 | -6
Cc1cccc(NC(=O)CCCn2cc([N+](=O)[O-])cn2)n1 | -7 | -3 | -2.3 | -2 | 0 | 6 | 2 | 0
CCOc1ccc(N(CC(=O)Nc2cccnc2)S(C)(=O)=O)cc1 | nt | nt | nt | -2 | nt | -2 | -1 | -4
Cc1cc(C(=O)NC2CCCc3c2cnn3-c2ccc(C)c(C)c2)no1 (centres undefined) | nt | nt | nt | 1 | nt | 0 | -14 | -16
O=C(NCC(=O)N1CCCC1C(=O)O)OC1CCCCC1 (centres undefined) | 1 | -5 | nt | -4 | -3 | nt | nt | nt
Cc1cccc(-n2c(C)cc(/C=N\NC(=O)c3ccco3)c2C)c1 | nt | nt | -0.3 | -4 | nt | 5 | 7 | -10
O=S(=O)(NCCCN1CCN(c2ccccc2F)CC1)c1cccc2cccnc12 | -7 | 1 | nt | -1 | 2 | nt | nt | nt
Cc1ccc(C)c(N(CC(=O)NC2CCCC2)C(=O)c2cc3cc4cc(C)ccc4nc3s2)c1 | 3 | 3 | nt | 4 | 2 | -5 | 2 | -14
O=C(Nc1ccc(-c2csc(Nc3ccccc3)n2)cc1)c1cc([N+](=O)[O-])cc(C(F)(F)F)c1 | 0 | -7 | 0.6 | -4 | -4 | -2 | 0 | -11
COc1ccc2nc(Nc3nc(CSc4ccc(C)cc4)cc(=O)[nH]3)nc(C)c2c1 | -25 | 29* | nt | -1 | -3 | 1 | 5 | -22
CCN(CC)CCN1C(=O)C2C(C(=O)Nc3cccc(C)c3)C3C=CC2(O3)C1C(=O)NC1CCCC(C)C1C (centres undefined) | 6 | -5 | nt | -2 | -3 | -3 | 2 | -15
Cc1noc(C)c1NC(=O)N(C)C[C@H]1OCCCC[C@@H](C)Oc2ccc(NS(=O)(=O)c3ccc(F)cc3)cc2C(=O)N([C@@H](C)CO)C[C@H]1C | -3 | 0 | -0.1 | 1 | -1 | -3 | -2 | 26
S=c1[nH]nc(C23CC4CC(CC(C4)C2)C3)n1Cc1ccco1 | 2 | 0 | nt | 3 | -1 | nt | nt | nt
COc1c(Cl)cc(Cl)cc1CNCCNCCO | -4 | 2 | nt | 3 | 4 | -10 | 3 | -8
CSCCC(C(=O)Nc1c(C)cccc1C)n1c(-c2ccc(-c3ccccc3)cc2)nc2ccccc21 (centres undefined) | nt | nt | 0.0 | nt | nt | -1 | 6 | -13
O=C(c1cccc(F)c1)N1CCCCN2[C@@H](CO)[C@@H](c3ccc(-c4cccnc4)cc3)[C@@H]2C1 | -2 | nt | 0.7 | 7 | 10 | -1 | -5 | 3
Cc1cccc(C(=O)NC(=S)Nc2ccc(S(=O)(=O)N3CCN(C)CC3)cc2)c1 | -1 | 8 | nt | 16 | -4 | nt | nt | nt
COc1ccc(S(=O)(=O)Nc2ccc3c(c2)CC(=O)N([C@@H](C)CO)C[C@H](C)[C@H](CN(C)S(=O)(=O)c2ccc(F)cc2)O3)cc1 | 1 | 2 | -1.3 | 3 | 0 | nt | nt | nt
Cc1nonc1OCCN1CCN(c2ccccc2[N+](=O)[O-])CC1 | nt | nt | 1.3 | 1 | nt | 1 | -6 | -13
CC(C)(C)c1cc(CSC(=S)NC2CCS(=O)(=O)C2)c(Br)c(C(C)(C)C)c1 (centres undefined) | 12 | 3 | 19 | -1 | -3 | -4 | 0 | -12
Oc1c(C=C2N=c3ccccc3=N2)sc(=S)n1-c1ccc2ccccc2c1 | 7 | nt | 0.4 | -3 | 1 | 2 | 6 | -13
Cn1nnnc1Sc1ncnc2scc(-c3cccc(Br)c3)c12 | -1 | 24 | 0.0 | nt | -4 | 1 | -1 | -17
C[C@@H]1CN([C@H](C)CO)C(=O)c2cccc(NS(=O)(=O)c3ccccc3)c2O[C@@H]1CN(C)Cc1ccc(Oc2ccccc2)cc1 | -3 | 1 | 0.2 | 8 | -2 | -2 | 2 | 4
CC(C)CNC(=O)C1(C)CCN1C(=O)c1ccc(C(C)(C)C)cc1 (centres undefined) | -13 | 4 | 0.0 | nt | 4 | 4 | 6 | 9
O=C(NCCC1=CCCCC1)Nc1ccc2nsnc2c1 | nt | nt | nt | -1 | nt | 4 | 2 | -13
O=C(Cn1nnc(-c2ccc(F)cc2)n1)NC(=O)NC1CCCCC1 | 13 | -8 | 0.1 | nt | 1 | 1 | 1 | -13
CC1(C(=O)NCC2CCCO2)Oc2cccnc2NC1=O (centres undefined) | 8 | -4 | 0.9 | 0 | -7 | -3 | 23 | -20
Cc1cc(=O)oc2cc(OC(=O)C3CCN(C(=O)c4ccc(F)cc4)CC3)ccc12 | 0 | 2 | nt | 2 | 0 | 2 | 0 | -9
COC(=O)c1c(NC(=O)CCCC(=O)O)sc2c1CCC2 | -5 | -4 | nt | -11 | -5 | 6 | 0 | -11
CC1(C)Cc2c(sc(NC(=O)C(=O)NCC3CCCO3)c2C(N)=O)CO1 (centres undefined) | nt | -7 | -0.2 | 2 | nt | 4 | 3 | -9
CCC(=O)Nc1cc(-c2cc3ccccc3oc2=O)ccc1OC | nt | nt | nt | -2 | nt | 1 | 5 | -31
O=C(COC(=O)Cc1ccccc1F)Nc1cccc(F)c1 | nt | nt | 3.2 | -6 | nt | 0 | -6 | 0
O=C(Nc1ccccc1)C1COc2ccccc2O1 (centres undefined) | -7 | 4 | nt | -2 | 0 | 0 | -2 | -8
Cn1c(=O)n(C)c2cc(N3CCCC3)c(NC(=O)c3cccc(F)c3)cc21 | 1 | -4 | nt | -23 | 7 | -1 | 8 | -9
COc1ccc(OC)c(N(C)S(=O)(=O)c2ccc3c(c2)N(C(C)=O)CCO3)c1 | -6 | 0 | nt | nt | -5 | 0 | -1 | -14
CCCS(=O)(=O)N1CCCC(C(=O)NCCN2CCOCC2)C1 (centres undefined) | 11 | -2 | nt | 6 | -4 | nt | nt | nt
CN(C)C(=O)C[C@H]1CC[C@@H]2[C@H](COC[C@H](O)CN2CC2CCCC2)O1 | 8 | -2 | 0.1 | -10 | 7 | -2 | 0 | 5
CCn1cc(C(=O)NCCCN2CCCC(C)C2)c(=O)c2cc(S(=O)(=O)N(C)C3CCCCC3)ccc21 (centres undefined) | 6 | 0 | nt | 1 | 3 | -27 | 1 | -5
COC(=O)C1Cc2c([nH]c3ccccc23)CN1C(C)=O (centres undefined) | -4 | -5 | nt | 25 | 3 | 3 | -1 | -13
CCCNC(=O)C[C@H]1CC[C@H]2[C@@H](COc3ccc(NC(=O)c4ccc(Cl)cc4)cc3C(=O)N2C)O1 | 7 | 4 | 0.2 | -15 | -3 | -4 | -7 | 8
Oc1c(CNc2ccccc2)cc(COCc2ccccc2)c2cccnc12 | -4 | -13 | 0.4 | 57* | -3 | 2 | 3 | -41
COc1ccc(Nc2ncnc3sc(C)cc23)c(OC)c1 | 8 | 19 | nt | -3 | 6 | 1 | 0 | -12
CCOc1ccc(/C=N/NC(=O)c2cc3ccccc3cc2OC)cc1 | 3 | -6 | 0.1 | 0 | 7 | 0 | -1 | -14
O=C(CCN1CCCCC1)NCC[C@H]1CC[C@@H](NS(=O)(=O)c2cccc(Cl)c2)[C@H](CO)O1 | -6 | 2 | 0.1 | -4 | 3 | 0 | 3 | -2

An excerpt from above in order of their number in ARNT TACC3 PPI, lowest first:
Molecule | ARNT TACC3 PPI
CCCNC(=O)C[C@H]1CC[C@H]2[C@@H](COc3ccc(NC(=O)c4ccc(Cl)cc4)cc3C(=O)N2C)O1 | -15
CN(C)C(=O)C[C@H]1CC[C@@H]2[C@H](COC[C@H](O)CN2CC2CCCC2)O1 | -10
O=C(Nc1ccccc1)C1COc2ccccc2O1 (centres undefined) | -2
Oc1c(CNc2ccccc2)cc(COCc2ccccc2)c2cccnc12 | 57*

(further entries)
SMILES | RAD54 branch | esBAF inh | E-sel inducer | ARNT TACC3 PPI | PglD DTNB | Casp6 inh | ERp5 inh | RAD52 inh
O=C(CSc1nnc2scc(-c3ccccc3)n12)c1ccc2c(c1)OCCO2 | -2 | 5 | 3.0 | -31 | 2 | 1 | 8 | -2
Cc1cc(NC(=O)CSc2nnc(COc3cccc(C)c3C)n2Cc2ccco2)no1 | nt | -1 | nt | 21 | nt | 1 | 0 | -13
CN(C)CC(=O)N1[C@@H](C#N)[C@@H](c2ccccc2-c2ccc(C(=O)N(C)C)cc2)[C@@H]1CO | nt | nt | 0.0 | nt | nt | -2 | 1 | 0
CCOc1ccc(CC(=N)C2=C(O)CC(C)(C)CC2=O)cc1OCC | -4 | nt | -0.2 | -2 | -2 | nt | nt | nt
C[C@@H]1CN([C@@H](C)CO)C(=O)c2cc(NC(=O)CCCN(C)C)ccc2O[C@H]1CN(C)S(=O)(=O)c1cccs1 | 5 | -5 | 17 | -5 | 2 | 1 | -2 | 14
COC(=O)C12OCC34C(CC5C(C)=C(O)C(=O)CC5(C)C3C(O)C1O)OC(=O)C(OC(=O)C=C(C)C)C24 (centres undefined) | nt | nt | -0.9 | -8 | nt | -6 | -2 | 4
CCOC(=O)C1CCCN(C(=O)/C=C/c2ccc(Cl)cc2)C1 (centres undefined) | nt | nt | -2.3 | nt | nt | 1 | -5 | 0
Cc1cccc(C)c1NC(=O)CCCN1C(=O)C(c2ccccc2)Oc2cccnc21 (centres undefined) | -6 | -8 | nt | -6 | -3 | -3 | 3 | -8
CN(C)c1ncc(S(=O)(=O)c2ccccc2)c(-c2ccc(Cl)cc2Cl)n1 | -1 | -9 | nt | -5 | 10 | nt | nt | nt
Cc1cccc(NS(=O)(=O)c2ccc(C)c(C(=O)NCC(c3cccs3)N(C)C)c2)c1 (centres undefined) | nt | 9 | 2.1 | 4 | nt | -1 | -1 | 1

Arranged by number of heavy atoms (smallest number first): three of the compounds above
SMILES | RAD54 branch | esBAF inh | E-sel inducer | ARNT TACC3 PPI | PglD DTNB | Casp6 inh | ERp5 inh | RAD52 inh
CCOC(=O)C1CCCN(C(=O)/C=C/c2ccc(Cl)cc2)C1 (centres undefined) | nt | nt | -2.3 | nt | nt | 1 | -5 | 0
COC(=O)C12OCC34C(CC5C(C)=C(O)C(=O)CC5(C)C3C(O)C1O)OC(=O)C(OC(=O)C=C(C)C)C24 (centres undefined) | nt | nt | -0.9 | -8 | nt | -6 | -2 | 4
C[C@@H]1CN([C@@H](C)CO)C(=O)c2cc(NC(=O)CCCN(C)C)ccc2O[C@H]1CN(C)S(=O)(=O)c1cccs1 | 5 | -5 | 17 | -5 | 2 | 1 | -2 | 14
